# Growth percent in the NCI-60 one-dose screen (48 h, 10 µM unless noted): 100 = growth as untreated, 0 = no growth, -100 = all killed.
# HOP-92: HOP-92 NSCLC cells; AID 1794738; 71,000 compounds, 6.3% hits
# CCRF-CEM: CCRF-CEM leukemia; 77,000 compounds, 7% hits
# HOP-62: HOP-62 NSCLC | AID 1794735 | 80,000 compounds, 3.9% hits
# A549/ATCC: A549/ATCC NSCLC | 81,000 compounds, 3.7% hits | AID 1794740
# EKVX: EKVX NSCLC | 71,000 compounds, 3% hits
# M14: M14 melanoma; 80,000 compounds, 6.2% hits; AID 1794745
# UACC-62: UACC-62 melanoma; 81,000 compounds, 5.4% hits; AID 1794756
# RPMI-8226: RPMI-8226 leukemia cells; 77,000 compounds, 7.5% hits
# Numbers without * were called inactive; nt = not tested or not shown; & = joins results of further samples. How the source made its calls: active means growth percent below 10; inactive means the rest.
SMILES,HOP-92,CCRF-CEM,HOP-62,A549/ATCC,EKVX,M14,UACC-62,RPMI-8226
O=C(c1cc2n(n1)CC(c1ccccc1)N2)N1CCCCC1 (configuration not stated),102,100,100,107,99,95,98,99
COc1ccc(C2(CO)OC(CO)C(O)C2O)cc1 (configuration not stated),112,101,106,109,118,110,89,118
CO[C@H]1CC[C@@]2(C)C(=CC[C@H]3[C@@H]4C[C@@H](O)C[C@@]4(C)CC[C@@H]32)C1,nt,nt,105,95,94,110,82,nt
C=CCNC(=S)NCCO,97,102,104,120,98,100,114,96
COc1cccc(Cn2cc3c(c2-c2ccccc2)CCc2cnoc2-3)c1,67,68,nt,78,56,86,62,56
COc1cc(C(=O)n2nc(N)c3c(C)cc(C)nc32)cc(OC)c1OC,94,58,79,56,nt,80,80,60
COc1ccc(C(=O)/C=C/Nc2ccc([N+](=O)[O-])cc2Br)cc1OC,68,100,94,108,96,102,90,104
CC1=NN(c2cccc(Cl)c2)C(=O)/C1=C/c1ccc2c(c1)Cc1ccccc1-2,nt,116,94,104,110,104,105,116
CCOC(=O)N1CCOCC1,nt,nt,103,94,nt,105,102,98
CCn1c(SCc2ccc(C)cc2)nnc1-c1nn(-c2ccc(Cl)cc2Cl)c(-c2ccc(Cl)cc2)c1C,-17*,nt,9.3*,9.9*,10,12,21,-3.8*
CC(C)OCCCNc1ncnc2nc[nH]c12,82,105,86,86,97,97,96,89
CC(=O)OCC1OC(n2cnc3c(=S)nc(N)[nH]c32)C(OC(C)=O)C1OC(C)=O (configuration not stated),28,nt,49,105,84,38,65,nt
O=S(=O)(Nc1ccc(-c2ccccc2)cc1)c1ccccc1,81,109,80,86,95,104,87,147
NS(=O)(=O)c1ccc(C(=O)N=Nc2c(O)[nH]c3ccc(Br)cc23)cc1,108,93,107,109,100,106,111,98
CC1CCN(C(=S)SCC(=O)NC(=O)c2ccccc2)CC1,107,106,97,105,102,109,106,102
CC1=NN(c2cccc(Cl)c2)C(=O)/C1=C\c1cn(C(=O)c2ccc(Cl)cc2)c2ccccc12,100,118,95,96,79,97,91,97
CC(=O)Nc1cccc(-c2cc3ccccc3[nH]2)c1,85,97,94,87,98,102,79,91
c1ccc(-c2nc3nonc3nc2-c2ccccc2)cc1,78,81,79,77,67,85,59,72
CCOC(=O)CN1C(=O)c2ccc3c4c(ccc(c24)C1=O)C(=O)N(CC(=O)OCC)C3=O,118,91,110,100,102,112,100,101
COc1cccc2cc(-c3cc4ccccc4[nH]3)c(=O)oc12,96,104,82,105,83,90,82,111
C=C(C)[C@@H]1CC[C@]2(C=O)CC[C@]3(C)[C@H](CC[C@@H]4[C@@]5(C)C/C(=C/c6cccnc6)C(=O)C(C)(C)[C@@H]5CC[C@]43C)[C@@H]12,84,28,119,57,89,78,61,36
CC(C)CNc1ncnc2n[nH]nc12,101,82,117,94,105,nt,104,nt
CN1CCCC(NC(c2ccccc2)c2ccc(Cl)cc2)C1 (configuration not stated),73,nt,101,101,96,100,102,98
N#Cc1ncc(-c2ccc(C(F)(F)F)nc2)c(NC2CCCCCC2)n1,89,88,101,95,nt,103,92,83
COC(=O)C1=CC=C[C@H]2[C@@]3(CC[C@@H](C)[C@@]2(CCc2ccoc2)C(=O)O3)C1,92,95,94,78,97,96,85,98

# Entries of single compounds, quoted from the list. Order of screens: HOP-92 | CCRF-CEM | HOP-62 | A549/ATCC | EKVX | M14 | UACC-62 | RPMI-8226
# COc1ccc(C2(CO)OC(CO)C(O)C2O)cc1 (configuration not stated) reads 112 | 101 | 106 | 109 | 118 | 110 | 89 | 118
# C=CCNC(=S)NCCO reads 97 | 102 | 104 | 120 | 98 | 100 | 114 | 96

# (next part)
SMILES,HOP-92,CCRF-CEM,HOP-62,A549/ATCC,EKVX,M14,UACC-62,RPMI-8226
Cc1cc(C(C)(C)C)cc(C)c1[N+](=O)[O-],93,106,112,106,105,109,106,110
CC(C)(C)c1ccc2oc(=O)cc(Cn3cc(CSc4nc5cc(Cl)ccc5o4)nn3)c2c1,108,101,105,110,91,104,83,111
O=C1c2sccc2-c2cccc3cccc1c23,83,94,98,94,nt,114,89,92
COc1cc2c(/C=C3\C(=O)Nc4ccc(Br)cc43)c(Cl)n(C)c2cc1C,-4.9*,-12*,nt,24,42,nt,30,0.1*
Nc1c(O)cccc1C(=O)O,103,99,83,88,100,93,93,104
CCC(=O)C(CC)c1cccc(OC)c1 (configuration not stated),97,94,122,106,106,101,108,101
CCOC(=O)C(CC)(CCc1ccccc1[N+](=O)[O-])C(=O)OCC,80,89,90,96,nt,89,92,83
COc1ccc(C/C(C)=C(\c2ccc(Cl)cc2)c2ccc(OCCN3CCCCC3)cc2)cc1,88,90,102,98,102,93,84,91
NC(=S)N/N=C/c1ccc2c(n1)C(=O)C(Oc1ccc(F)c(F)c1)=CC2=O,91,103,110,96,99,87,91,102
Cc1ccc2nc(Nc3nc(C)cc(C)n3)[nH]c2c1,80,100,76,109,80,96,87,96
COc1cc(C(=O)Nc2ccc(S(=O)(=O)c3ccc(NC(=O)c4cc(OC)c(OCc5ccccc5)cc4N)cc3)cc2)c(N)cc1OCc1ccccc1,28,85,93,117,88,103,83,106
OCc1ncccc1O,103,108&94,105&113,100&79,96,107&114,98&99,100
NC1=NC(SCc2ccccc2CCl)c2ncn(Cc3ccccc3CCl)c2N1 (configuration not stated),24,7.4*,75,80,78,40,34,77
Cc1ccc2c(Cn3nnc(C(=O)O)c3C)cc(=O)oc2c1,91,88,102,94,98,103,79,96
Cc1ccc(-c2c(Nn3cnnn3)no[n+]2[O-])cc1,96,64,95,83,89,100,83,89
CCN(CC)CCCNc1nc2ccccc2c2c(=O)c3cc(Cl)ccc3sc12,37,12,74,65,79,1.4*,74,nt
CCSc1nnc(-c2cnn(CC(O)c3ccccc3)c2N)n1-c1ccccc1 (configuration not stated),88,85,105,95,107,103,78,93
CCOC(=O)c1cc(C(=O)c2cc(OC)c(OC)c(OC)c2)n2nc(-c3ccc(Cl)cc3)ccc12,87,89,96,90,118,102,98,90
O=C1C=C(C(O)c2cccc([N+](=O)[O-])c2)C(=O)c2ccccc21 (configuration not stated),nt,nt,101,108,nt,85,100,nt
CC(=O)N1c2ccccc2Sc2ccccc21,90,113,86,113,83,101,89,81
c1ccc2c(c1)NCCN2,90,95,91,103,101,105,92,104
Cc1cnc(SCc2ccc(Cl)cc2)nc1N(C)C,65,97,96,103,96,110,102,95
Nc1ccc2c(c1)C(O)c1ccc(Cl)cc1-2 (configuration not stated),89,89,92,93,86,108,96,88
COc1ccc(C2=Nc3c(N)nc(SC)nc3NC(c3ccc4c(c3)OCO4)C2)cc1 (configuration not stated),40,57,84,99,105,85,71,55
O=C1CNC(c2ccccc2O)N1O (configuration not stated),109,80,95,106,109,103,nt,89

# Some entries already given, reduced to RPMI-8226:
Structure,RPMI-8226
NC(=S)N/N=C/c1ccc2c(n1)C(=O)C(Oc1ccc(F)c(F)c1)=CC2=O,102
Cc1ccc2nc(Nc3nc(C)cc(C)n3)[nH]c2c1,96

# Shown with two lines to a compound: part of the list above
# Each structure is followed by: HOP-92, CCRF-CEM, HOP-62, A549/ATCC, EKVX, M14, UACC-62, RPMI-8226
> Cc1cc(C(C)(C)C)cc(C)c1[N+](=O)[O-]
  93, 106, 112, 106, 105, 109, 106, 110
> CC(C)(C)c1ccc2oc(=O)cc(Cn3cc(CSc4nc5cc(Cl)ccc5o4)nn3)c2c1
  108, 101, 105, 110, 91, 104, 83, 111
> O=C1c2sccc2-c2cccc3cccc1c23
  83, 94, 98, 94, nt, 114, 89, 92
> COc1cc2c(/C=C3\C(=O)Nc4ccc(Br)cc43)c(Cl)n(C)c2cc1C
  -4.9*, -12*, nt, 24, 42, nt, 30, 0.1*
> Nc1c(O)cccc1C(=O)O
  103, 99, 83, 88, 100, 93, 93, 104
> CCC(=O)C(CC)c1cccc(OC)c1 (configuration not stated)
  97, 94, 122, 106, 106, 101, 108, 101
> CCOC(=O)C(CC)(CCc1ccccc1[N+](=O)[O-])C(=O)OCC
  80, 89, 90, 96, nt, 89, 92, 83
> COc1ccc(C/C(C)=C(\c2ccc(Cl)cc2)c2ccc(OCCN3CCCCC3)cc2)cc1
  88, 90, 102, 98, 102, 93, 84, 91
> NC(=S)N/N=C/c1ccc2c(n1)C(=O)C(Oc1ccc(F)c(F)c1)=CC2=O
  91, 103, 110, 96, 99, 87, 91, 102
> Cc1ccc2nc(Nc3nc(C)cc(C)n3)[nH]c2c1
  80, 100, 76, 109, 80, 96, 87, 96
> COc1cc(C(=O)Nc2ccc(S(=O)(=O)c3ccc(NC(=O)c4cc(OC)c(OCc5ccccc5)cc4N)cc3)cc2)c(N)cc1OCc1ccccc1
  28, 85, 93, 117, 88, 103, 83, 106
> OCc1ncccc1O
  103, 108&94, 105&113, 100&79, 96, 107&114, 98&99, 100
> NC1=NC(SCc2ccccc2CCl)c2ncn(Cc3ccccc3CCl)c2N1 (configuration not stated)
  24, 7.4*, 75, 80, 78, 40, 34, 77
> Cc1ccc2c(Cn3nnc(C(=O)O)c3C)cc(=O)oc2c1
  91, 88, 102, 94, 98, 103, 79, 96
> Cc1ccc(-c2c(Nn3cnnn3)no[n+]2[O-])cc1
  96, 64, 95, 83, 89, 100, 83, 89
> CCN(CC)CCCNc1nc2ccccc2c2c(=O)c3cc(Cl)ccc3sc12
  37, 12, 74, 65, 79, 1.4*, 74, nt
> CCSc1nnc(-c2cnn(CC(O)c3ccccc3)c2N)n1-c1ccccc1 (configuration not stated)
  88, 85, 105, 95, 107, 103, 78, 93
> CCOC(=O)c1cc(C(=O)c2cc(OC)c(OC)c(OC)c2)n2nc(-c3ccc(Cl)cc3)ccc12
  87, 89, 96, 90, 118, 102, 98, 90
> O=C1C=C(C(O)c2cccc([N+](=O)[O-])c2)C(=O)c2ccccc21 (configuration not stated)
  nt, nt, 101, 108, nt, 85, 100, nt
> CC(=O)N1c2ccccc2Sc2ccccc21
  90, 113, 86, 113, 83, 101, 89, 81
> c1ccc2c(c1)NCCN2
  90, 95, 91, 103, 101, 105, 92, 104
> Cc1cnc(SCc2ccc(Cl)cc2)nc1N(C)C
  65, 97, 96, 103, 96, 110, 102, 95

# (further entries)
SMILES,HOP-92,CCRF-CEM,HOP-62,A549/ATCC,EKVX,M14,UACC-62,RPMI-8226
CCC(C)c1c(NS(=O)(=O)c2ccc(C)cc2)o[nH]c1=O (configuration not stated),nt,103,102,101,94,110,100,107
Cn1ncc2c(NCCO)nc(Cl)nc21,77,104,103,103,96,106,91,97
Nc1nnc(CSCc2ccc([N+](=O)[O-])cc2)s1,103,100,105,91,105,110,84,99
O=C(Nc1ccc(-n2ccc3c(NC(=O)c4ccccc4)nccc32)cc1)c1cccc(C(F)(F)F)c1,47,22,46,13,53,28,35,6.1*
Cc1ccc2nnnn2c1,105,107,104,98,94,98,96,108
CC(=O)OCC(=O)[C@@]1(O)CC[C@H]2[C@@H]3CCC4=CC(=O)CC[C@]4(C)[C@@]3(F)[C@@H](O)C[C@@]21C,67,72,109,78,89,86,97,63
COc1ccc2nc(-c3ccc(-n4cncc4-c4ccc(OC)c(N)c4)cc3)sc2c1,nt,96,116,93,109,110,101,88
O=C1CSC(c2ccccc2Cl)N1n1cnnc1 (configuration not stated),105,88,104,99,98,99,93,102
COc1ccc(/C=C/C(=O)c2ccc(NC(=O)CSc3nnc(-c4cc(-c5ccc(Cl)cc5)nc5ccccc45)n3-c3ccccc3)cc2)cc1,105,nt,107,111,102,105,86,nt
O=c1[nH]c(-c2ccccn2)nc2sc3c(c12)CCCCCC3,-2.9*,33,43,23,nt,46,46,39
O/N=C/C=C/c1ccccc1,73,89,96,84,99,124,100,98
Cc1cc2c(-c3nc4ccccc4[nH]3)c(O)c(O)cc2c(O)c1-c1c(C)cc2c(-c3nc4ccccc4[nH]3)c(O)c(O)cc2c1O,29,4.0*,nt,-25*,8.3*,-3.5*,-17*,9.7*
C/C(=N\O)c1cccs1,115,102,111,96,123,102,95,106
CC1=C2CC/C(C)=C/CC[C@@]3(C)OC3CC/C(C)=C/[C@@H]2OC1 (some centres not stated),90,87,103,91,109,104,88,109
CC1Cc2ccc(OCCN(C)C)cc2C1=O (configuration not stated),82,103,96,89,109,99,105,88
Cn1cc(-c2ccc3c(Nc4cccc(NC(=O)Nc5cccc(F)c5)c4)ncnc3c2)cn1,54,4.3*,43,29,53,41,32,-25*
O=S(=O)(O)CCS,nt,nt,102,99,98,103,99,nt
O=C1/C(=C/c2ccccc2O)C(=S)SN1Cc1ccco1,98,71,93,nt,nt,100,94,67
CC(=O)N1N=C(c2ccc(C)cc2)CC1c1sc(N2CCOCC2)nc1Cl (configuration not stated),94,96,114,91,nt,97,94,97
Cc1cc(Nc2ncn[nH]2)n2ncnc2n1,120,101,107,116,104,97,101,102
Cc1c(N=C2NC(=O)/C(=C/c3cn(-c4ccccc4)nc3-c3ccc([N+](=O)[O-])cc3)S2)c(=O)n(-c2ccccc2)n1C,nt,99,79,99,99,126,90,100
Cc1ccc2c(Cn3cc(Cn4c(C)cc(=O)n(Cc5cn(Cc6cc(=O)oc7cc(C)ccc67)nn5)c4=O)nn3)cc(=O)oc2c1,108,96,116,105,104,116,99,100
COc1ccc(/C=C/c2nc(Nc3cccc(-c4ccn[nH]4)c3)c3ccccc3n2)cc1,76,57,83,102,82,nt,67,nt
CCCCNC(=O)Nc1ccc(S(=O)(=O)Nc2nc(C)cc(C)n2)cc1,99,100,104,94,nt,103,102,100
O=C(O)Cc1cccc(=O)c(O)c1C(=O)O,103,98,103,104,110,102,100,89

# Source: PubChem
